# LYPLA2 inh – LYPLA2 inhibitors, primary screen, counter-screen for PME1 inhibitor project, biochemical, fluorescence polarization, FP-Rh probe ABPP | recombinant LYPLA2 | inhibition, % at 5.9 µM | 320,000 compounds, 0.38% hits | AID 2177, 2009;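 active means inhibition above the screen-wide mean plus 3 SD, limit set per campaign, cut at about 26% in these data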;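 further: 0% = LYPLA2 with DMSO and 100% = wells lacking LYPLA2 enzyme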
# PAFAH1B2 FP inh – PAFAH1B2 enzyme inhibitors, primary screen, biochemical, fluorescence polarization, human. recombinant PAFAH1B2, FP-rhodamine activity probe. inhibition, % at 3.39 µM. 340,000 compounds, 1.2% hits. AID 492953, 2010;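 active means inhibition above the mean of all tested compounds plus 3 SD, cut at about 24% in these data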;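 further: 0% = enzyme with DMSO and 100% = wells lacking PAFAH1B2; many of its hits are not listed in these tables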
# LYPLA1 counter – LYPLA1 inhibitors, primary screen, counter-screen for PME1 inhibitor project, biochemical, fluorescence polarization, FP-Rh probe ABPP; Acyl-protein thioesterase 1 (Homo sapiens), O75608; recombinant LYPLA1; inhibition, % at 5.9 µM; 320,000 compounds, 0.16% hits; AID 2174, 2009;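 active means inhibition above the mean of all tested compounds plus 3 SD, set per campaign, cut at about 14% in these data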;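 further: inhibitors block serine hydrolase probe labeling of LYPLA1 so polarization falls; 0% = enzyme with DMSO and 100% = wells lacking LYPLA1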
# pPAFAH FP inh – pPAFAH enzyme inhibitors, primary screen, biochemical, fluorescence polarization, human; Platelet-activating factor acetylhydrolase (Homo sapiens), Q13093; recombinant pPAFAH, FP-rhodamine probe fluorescence polarization; inhibition, % at 3.39 µM; 330,000 compounds, 1.5% hits; AID 463082, 2010;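 active means inhibition above the mean inhibition across the screen plus 3 SD, cut at about 25% in these data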;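 further: inhibitors block binding of the rhodamine activity-based probe so polarization drops; 0% = enzyme with DMSO and 100% = wells lacking pPAFAH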
# Target sequence (Q13093 whole entry, looked up): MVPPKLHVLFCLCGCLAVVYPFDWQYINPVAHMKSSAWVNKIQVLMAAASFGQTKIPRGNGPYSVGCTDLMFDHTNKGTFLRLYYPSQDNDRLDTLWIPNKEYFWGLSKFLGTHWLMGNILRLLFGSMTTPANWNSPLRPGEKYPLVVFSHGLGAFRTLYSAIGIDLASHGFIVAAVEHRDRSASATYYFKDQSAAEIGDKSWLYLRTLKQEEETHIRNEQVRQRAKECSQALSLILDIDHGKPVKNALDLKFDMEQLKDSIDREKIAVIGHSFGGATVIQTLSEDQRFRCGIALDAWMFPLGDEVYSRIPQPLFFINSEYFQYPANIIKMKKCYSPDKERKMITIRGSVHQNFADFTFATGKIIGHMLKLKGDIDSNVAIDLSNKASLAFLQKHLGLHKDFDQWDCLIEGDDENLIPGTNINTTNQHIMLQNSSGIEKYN
# PAFAH2 FP inh – PAFAH2 enzyme inhibitors, primary screen, biochemical, fluorescence polarization, human | Platelet-activating factor acetylhydrolase 2, cytoplasmic (Homo sapiens), Q99487 | recombinant PAFAH2, FP-rhodamine activity probe | inhibition, % at 3.39 µM | 340,000 compounds, 0.99% hits | AID 492956, 2010;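 active means inhibition above the mean over all tested compounds plus 3 SD, cut at about 30% in these data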;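 further: inhibitors block probe labeling of enzyme so polarization drops; 0% = enzyme with DMSO and 100% = wells lacking PAFAH2 protein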
# PREPL inhibitor – PREPL enzyme inhibitors, primary screen, biochemical, fluorescence polarization | Prolyl endopeptidase-like (Homo sapiens), Q4J6C6 | recombinant PREPL, fluorescence polarization activity-based probe | inhibition, % at 5.96 µM | 320,000 compounds, 0.68% hits | AID 2751, 2010; in the data active means inhibition above about 43%;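 further: 0% = enzyme with DMSO and 100% = wells lacking enzyme; many of its hits are not listed in these tables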
# PAFAH1B3 FP inh – PAFAH1B3 enzyme inhibitors, primary screen, biochemical, fluorescence polarization, human; AID 492972, 2010; recombinant PAFAH1B3, FP-rhodamine probe; 340,000 compounds, 0.28% hits; Platelet-activating factor acetylhydrolase IB subunit alpha1 (Homo sapiens), Q15102; inhibition, % at 3.39 µM;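 active means inhibition above the screen-wide average of all tested compounds plus 3 SD, cut at about 25% in these data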;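 further: 0% = enzyme with DMSO only and 100% = wells lacking PAFAH1B3 protein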
# Target sequence (Q15102 whole entry, looked up): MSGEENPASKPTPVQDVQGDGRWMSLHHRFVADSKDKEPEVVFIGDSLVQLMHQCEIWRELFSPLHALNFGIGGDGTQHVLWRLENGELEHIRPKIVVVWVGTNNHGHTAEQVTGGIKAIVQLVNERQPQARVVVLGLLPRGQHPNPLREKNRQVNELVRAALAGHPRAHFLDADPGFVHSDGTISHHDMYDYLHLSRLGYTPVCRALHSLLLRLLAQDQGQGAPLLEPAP
# EBNA-1 inh – EBNA-1 DNA-binding inhibitors, primary screen, biochemical, fluorescence polarization | inhibition, % at 14.8 µM | 300,000 compounds, 0.34% hits | AID 1950, 2009; in the data active means inhibition above about 28%
# ZTA counter – blocks Epstein-Barr virus ZTA, an EBNA-1 counter-screen; ZTA-DNA binding, fluorescence polarization; inhibition, % at 11 µM; 320,000 compounds, 0.15% hits; in the data active means inhibition above about 33%
# Target sequence (P03206 whole entry, looked up): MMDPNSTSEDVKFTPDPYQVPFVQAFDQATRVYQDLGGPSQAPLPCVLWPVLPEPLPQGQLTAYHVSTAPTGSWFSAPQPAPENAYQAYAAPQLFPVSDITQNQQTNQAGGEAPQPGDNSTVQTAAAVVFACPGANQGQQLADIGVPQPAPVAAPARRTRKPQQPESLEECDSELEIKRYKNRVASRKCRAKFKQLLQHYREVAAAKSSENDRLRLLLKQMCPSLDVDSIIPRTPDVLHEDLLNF
# Numbers without * were called inactive; . = no result given. Some of the compounds tested. The share of hits here may be higher or lower than overall.
SMILES,LYPLA2 inh,PAFAH1B2 FP inh,LYPLA1 counter,pPAFAH FP inh,PAFAH2 FP inh,PREPL inhibitor,PAFAH1B3 FP inh,EBNA-1 inh,ZTA counter
O=C(/C=C/c1ccccc1)NCc1cccnc1,-2,2,1,-6,-10,0,4,-11,-8
COc1ccc(/C=N/NC(=O)c2ccncc2)c(OC)c1,4,4,2,-1,-4,8,7,4,-20
FC(F)(F)c1cc(-c2cccs2)nc(-n2cc(Br)cn2)n1,-2,2,-3,2,-3,-3,8,4,1
CN(Cc1ccccc1)Cc1nc2c(c(=O)n(C)c(=O)n2C)n1Cc1ccccc1Cl,7,3,-1,-1,11,19,11,9,7
C/C(=N\N1C(=O)c2ccccc2NC1c1ccccc1)c1ccccc1O (stereo not given),-7,5,-3,-6,-1,19,1,-1,8
CC1C(=O)N2CCCc3cc(S(=O)(=O)NCc4ccccc4Cl)cc1c32 (stereo not given),-2,1,-3,3,6,2,5,-1,-2
COC(=O)c1cccc(N2C(=O)C3C4C=CC(CC4)C3C2=O)c1 (stereo not given),-1,2,1,3,-4,4,0,18,-1
CC(C)n1c(SC2C(=O)CC(C)(C)CC2=O)nc2c1c(=O)n(C)c(=O)n2C,-1,1,1,-3,-2,11,0,-3,3
CCOc1ccc(Cn2nnc(C(=O)Nc3cc(C)cc(C)c3)c2N)cc1,-7,3,-2,-1,-9,9,5,-5,3
Cc1cc2c(ncn2Cc2ccccc2)c([N+](=O)[O-])c1C,5,1,-1,4,6,2,9,8,-11
O=[N+]([O-])c1ccc(C2Oc3ccccc3C3CC(c4ccccc4)=NN32)s1 (stereo not given),-4,.,-8,0,.,-30,.,-5,3
NCc1ccccc1CS(=O)(=O)N1CCOCC1,.,0,.,2,6,6,12,.,.
Cc1cc(-c2nnc(-c3cccc(C(F)(F)F)c3)o2)no1,2,9,1,6,2,13,8,3,11
C/C(=C\CNc1ncnc2nc[nH]c12)CO,6,0,2,2,-7,1,3,2,-4
CCOc1ccc(C(=O)n2cc(C(=O)OC)c3ccccc32)cc1OCC,-1,2,-1,3,7,-6,3,-6,5
Cc1cccc(OCC(O)CN2CCN(c3ccccn3)CC2)c1C (stereo not given),5,7,2,6,3,16,1,6,-7
COc1ccc(CNC(=O)C(c2ccco2)N(C(=O)c2csnn2)c2cccc(C)c2C)cc1 (stereo not given),5,10,0,-1,0,-6,7,4,1
CC(C)Oc1ccc(Nc2ncnc3ccccc23)cc1,-1,-6,0,-1,-1,0,3,0,-13
CCc1ccc(CNC(=O)C2CCN(c3nnc(C)c4c(C)n(-c5ccc(C)cc5)nc34)CC2)cc1,6,2,2,2,5,34,9,-12,5
Cc1ccc(OCc2n[nH]c(=S)n2N)cc1C,2,5,-1,-1,3,13,1,-4,-9
COc1ccc2nc(-c3ccccc3)[nH]c2c1,-1,7,0,6,12,1,8,9,5
COc1ccccc1NC(=O)CSc1nc(O)c(Cc2ccccc2)c(=O)[nH]1,4,5,0,4,-6,3,4,8,-8
COc1ccc(/C=C/C(=O)OCc2csc(-c3ccccc3)n2)cc1OC,-6,1,-7,-1,-10,-9,1,3,-4
CCOc1ncccc1C(=O)Nc1ccc(S(=O)(=O)Nc2cc(C)nc(C)n2)cc1,.,4,.,-4,6,20,7,.,.
O=C(CNC(=O)CNC(=O)c1ccc(Cl)cc1Cl)NCc1cccc(Cl)c1,10,6,1,4,1,13,8,14,9

# The last 3 records of the part before lead into the next.
SMILES,LYPLA2 inh,PAFAH1B2 FP inh,LYPLA1 counter,pPAFAH FP inh,PAFAH2 FP inh,PREPL inhibitor,PAFAH1B3 FP inh,EBNA-1 inh,ZTA counter
COc1ccc(/C=C/C(=O)OCc2csc(-c3ccccc3)n2)cc1OC,-6,1,-7,-1,-10,-9,1,3,-4
CCOc1ncccc1C(=O)Nc1ccc(S(=O)(=O)Nc2cc(C)nc(C)n2)cc1,.,4,.,-4,6,20,7,.,.
O=C(CNC(=O)CNC(=O)c1ccc(Cl)cc1Cl)NCc1cccc(Cl)c1,10,6,1,4,1,13,8,14,9
CCOC(=O)Cc1csc(NC(=O)/C=C\c2ccccc2)n1,-7,2,-5,2,-10,-18,-5,2,-6
C=CCNC(=O)N1CCC(c2nc3ccccc3s2)CC1,10,4,7,3,0,-1,0,-6,-6
Cc1cc(C(=O)N/N=C/c2ccc([N+](=O)[O-])o2)c(C)o1,-2,-1,-7,42*,1,20,8,-25,8
COc1ccc(/C=C/C(=O)NC(=S)N2CCN(C)CC2)cc1,-1,6,-3,1,7,-6,1,-3,5
COC(=O)C(/C=N/OCc1ccc([N+](=O)[O-])cc1)NC(=O)c1cccc(Cl)c1 (stereo not given),4,9,2,0,2,14,3,-2,0
O=C1NC(=O)c2cc(Br)cc3cccc1c23,3,6,2,3,-1,11,46*,3,6
CC(C)C(=O)Nc1nnc(S(=O)(=O)N2CCc3ccccc32)s1,-6,9,1,-1,14,9,5,-1,-9
O=C(COC(=O)c1ccccc1[N+](=O)[O-])NNC(=O)c1cccs1,0,1,0,5,8,-5,10,0,-2
O=C(CCC(=O)Nc1ccc(Cl)cc1Cl)N/N=C/c1ccc([N+](=O)[O-])o1,-6,.,0,10,.,15,.,2,11
O=C(NC1CC1)C1C2C3C4CC5C3C5C4C12 (stereo not given),0,6,-1,6,4,-2,4,6,7
CCOC(=O)N1CCN(C(=O)COC(=O)c2ccccc2NCCO)CC1,-1,5,0,-4,3,6,7,-10,-6
CCCCCCn1c(CN2CCN(CCO)CC2)nc2c1c(=O)n(C)c(=O)n2C,-6,3,-3,3,-4,-2,-3,9,5
CC(=O)N(c1nc(CCl)cs1)c1cccc(C)c1C,-3,9,3,2,0,-6,-5,-1,2
Cc1cccc(C(CC(=O)O)NC(=O)C(F)(F)F)c1 (stereo not given),-10,4,-1,0,4,6,8,2,-6
COC(=O)c1c(NC(=O)C2CC2)sc2c1CCN(C(C)=O)C2,3,0,-2,-4,-4,7,2,-6,-13
CCOC(=O)c1c(C)[nH]c(C(=O)CN(C)CC(=O)Nc2ccccc2Cl)c1C,2,1,-3,-4,2,21,12,.,1
COC(=O)c1cc(OCC(=O)Nc2ccc3c(c2)CCC3)cc(C(=O)OC)c1,.,5,.,-9,-18,-69,7,.,.
Cc1ccc(S(=O)(=O)Nc2ccc(C(=O)NCCCN3CCOCC3)cc2)cc1[N+](=O)[O-],-4,7,0,1,7,-1,10,-2,4
N#CC1(C#N)COC23CCCCC2C1(C#N)C(=N)O3 (stereo not given),7,18,2,9,35*,19,18,-12,-1
CCN(CC(=O)NCc1ccc(F)cc1)C(=O)c1ccc2c(c1)OCO2,2,4,-2,0,-2,7,-4,.,4
O=C(COC(=O)COc1cc(Cl)c(Cl)cc1Cl)NC1CC1,.,6,.,7,4,24,0,.,.
O=C(c1cccc(Cl)c1)C1CCCN(C(=O)c2ccc3c(c2)OCO3)C1 (stereo not given),12,4,-1,9,-2,29,7,2,6
O=C(NC1CCCC1)C(c1ccncc1)N(Cc1ccccc1F)C(=O)c1csnn1 (stereo not given),4,3,0,3,6,3,5,-16,-6
N#C/C(=C\c1ccc(OCC(N)=O)cc1)c1ccccc1,11,8,11,6,-8,0,2,5,-5
O=S(=O)(c1ccc2c(c1)nc(COc1ccc(Cl)cc1)n2CC1CCCO1)N1CCOCC1 (stereo not given),1,6,3,3,-2,9,6,12,1
SMILES,LYPLA2 inh,PAFAH1B2 FP inh,LYPLA1 counter,pPAFAH FP inh,PAFAH2 FP inh,PREPL inhibitor,PAFAH1B3 FP inh,EBNA-1 inh,ZTA counter
O=c1[nH]c2ccc(NS(=O)(=O)c3ccc(F)c(Cl)c3)cc2[nH]1,-9,8,2,2,1,7,0,-2,9
CCCCn1c(N)c(NCc2ccccc2)c(=O)[nH]c1=O,3,-2,5,2,-5,1,-1,-7,3
Cc1ccccc1Nc1nc(N)nc(CSc2n[nH]c(N)n2)n1,-2,0,-3,3,-1,-12,8,-1,-21
CCOC1=NN(c2ncc(C(F)(F)F)cc2Cl)C(=O)C1,-10,-1,2,1,4,0,9,4,1
CSc1nc2nc3c(c(=O)n2[nH]1)CN(Cc1ccccc1)CC3,-1,2,1,2,3,5,-3,-3,-2
O=C(Nc1ccccc1)c1ccc(NCc2cccnc2)c(S(=O)(=O)N2CCOCC2)c1,-3,-2,-1,3,2,4,-6,3,8
COC(=O)C1=NNC2(c3ccc(Cl)cc3)C(=O)N(c3ccc(Cl)cc3)C(=O)C12 (stereo not given),-8,3,-7,1,0,-7,7,-6,4
N#CCCn1cc(/C=N/NC(=O)c2ccncc2)c(-c2ccc(F)cc2)n1,1,0,-4,1,0,-7,2,8,-4
CC(C)Oc1ccc(CN2CCC(n3nccc3NC(=O)c3cccnc3)CC2)cc1,-1,-2,-2,5,0,9,-1,8,7
O=C(CN1CCOCC1)Nc1nc(-c2ccccc2)cs1,-2,9,-2,0,-3,5,2,-10,-4
C[C@@H]1CN(Cc2nc(-c3ccc(Cl)cc3)no2)C[C@H](C)O1,-2,-3,0,4,2,1,3,-9,-8
Cc1ccc(NC(=O)CCC(C(=O)O)N2C(=O)c3ccccc3C2=O)cc1 (stereo not given),9,12,-1,-1,-2,3,2,6,5
O=C(O)c1cc(O)c2c(c1)[C@@H]([C@H]1c3cc(C(=O)O)cc(O)c3C(=O)c3c(O[C@@H]4O[C@H](CO)[C@@H](O)[C@H](O)[C@H]4O)cccc31)c1cccc(OC3O[C@H](CO)[C@@H](O)[C@H](O)[C@H]3O)c1C2=O (stereo not given in full),90*,78*,28*,97*,86*,106*,76*,94*,15
O=[N+]([O-])c1cccc(C(=S)N2CCN(c3ccccc3F)CC2)c1,1,-5,1,1,5,21,1,-5,3
COc1cccc(NC(=O)CSc2ncnc3c2cnn3Cc2ccccc2)c1,6,3,0,5,3,0,8,-1,0
COc1cccc(C2CC(=O)N3CN(c4ccccc4F)CSC3=C2C#N)c1 (stereo not given),1,15,-4,-1,3,5,-5,-2,-6
Cn1c(=O)[nH]c(=O)c2c1nc(Br)n2CCOc1ccccc1,-3,4,-4,-6,-5,6,-5,-14,-13
O=C(NCc1ccccc1)c1ccc(N2C(=O)C3CCCCC3C2=O)cc1 (stereo not given),3,-2,-2,3,-1,3,-6,-1,1
CC(=O)N(CCC(Cc1ccccc1)c1ccc2c(c1)OCO2)Cc1ccccc1F (stereo not given),-6,-2,-3,3,2,-23,4,8,-2
C[C@@H](N)C(=O)NC[C@H]1O[C@@H](n2cnc3c(N)ncnc32)[C@H](O)[C@@H]1O,.,3,.,5,2,.,8,.,.
CCOC(=O)CSCc1csc(CC(=O)Nc2ccccc2C)n1,0,-4,-8,1,0,4,3,3,6
COC(=O)c1c(-c2cccs2)csc1NC(=O)CN1CCOCC1,5,1,4,7,5,3,2,-10,2
O=C(C[C@H]1C/C=C\CC[C@H](Cc2ccc(F)cc2)C(=O)O[C@@H](c2ccccc2)CNC1=O)N[C@H](CO)Cc1ccccc1,.,13,.,2,7,18,2,.,.
COc1ccc(CNC(=O)[C@H](C)NC(=O)N2CCn3c2nc2ccccc23)cc1,0,1,1,3,6,-5,13,-4,-6
COc1cc(/C=N/Nc2ccc([N+](=O)[O-])cc2S(=O)(=O)N2CCOCC2)cc(OC)c1OC,1,3,2,4,5,0,9,-5,8

# From PubChem BioAssay
